Screening results: PubChem BioAssay, several laboratories
CHRM4 PAM = human M4 muscarinic receptor positive allosteric modulators, primary screen, CHO-K1 cells, Fluo-8 calcium fluorescence; Muscarinic acetylcholine receptor M4 (Homo sapiens), P08173; CHO-K1 hM4/Gqi5, ACh EC20; 0% = ACh EC20, 100% = maximal ACh; activation, % at 3 µM; 360,000 tested, 0.4% active; AID 624126, 2012;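 active means activation above its plate's cutoff, the mean activation of sample wells plus 3 SD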; further: some results filed as inactive read as strong as hits
PHOSPHO1 inh = PubChem AID 1565; Phosphoethanolamine/phosphocholine phosphatase (Homo sapiens), Q8TCT1; recombinant PHOSPHO1, absorbance phosphatase assay; inhibition, % at 13.3 µM; 290,000 tested, 1.1% active; in the data active means inhibition above about 60%
pCIP destab = p/CIP-EGFP fusion destabilizers, primary screen, fluorescence, F442A cells; Q05BA5; 16 h; decrease of EGFP signal, % at 10 µM; 290,000 tested, 0.01% active;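 active means EGFP signal decrease of at least 30% at 10 µM or well 3 SD below plate mean, unless failing retest; inactive means the rest, including hits failing retest or dose response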; further: some compounds called inactive have numbers as strong as hits; many of its hits are not listed in these tables
Target sequence (Q05BA5 1-1403): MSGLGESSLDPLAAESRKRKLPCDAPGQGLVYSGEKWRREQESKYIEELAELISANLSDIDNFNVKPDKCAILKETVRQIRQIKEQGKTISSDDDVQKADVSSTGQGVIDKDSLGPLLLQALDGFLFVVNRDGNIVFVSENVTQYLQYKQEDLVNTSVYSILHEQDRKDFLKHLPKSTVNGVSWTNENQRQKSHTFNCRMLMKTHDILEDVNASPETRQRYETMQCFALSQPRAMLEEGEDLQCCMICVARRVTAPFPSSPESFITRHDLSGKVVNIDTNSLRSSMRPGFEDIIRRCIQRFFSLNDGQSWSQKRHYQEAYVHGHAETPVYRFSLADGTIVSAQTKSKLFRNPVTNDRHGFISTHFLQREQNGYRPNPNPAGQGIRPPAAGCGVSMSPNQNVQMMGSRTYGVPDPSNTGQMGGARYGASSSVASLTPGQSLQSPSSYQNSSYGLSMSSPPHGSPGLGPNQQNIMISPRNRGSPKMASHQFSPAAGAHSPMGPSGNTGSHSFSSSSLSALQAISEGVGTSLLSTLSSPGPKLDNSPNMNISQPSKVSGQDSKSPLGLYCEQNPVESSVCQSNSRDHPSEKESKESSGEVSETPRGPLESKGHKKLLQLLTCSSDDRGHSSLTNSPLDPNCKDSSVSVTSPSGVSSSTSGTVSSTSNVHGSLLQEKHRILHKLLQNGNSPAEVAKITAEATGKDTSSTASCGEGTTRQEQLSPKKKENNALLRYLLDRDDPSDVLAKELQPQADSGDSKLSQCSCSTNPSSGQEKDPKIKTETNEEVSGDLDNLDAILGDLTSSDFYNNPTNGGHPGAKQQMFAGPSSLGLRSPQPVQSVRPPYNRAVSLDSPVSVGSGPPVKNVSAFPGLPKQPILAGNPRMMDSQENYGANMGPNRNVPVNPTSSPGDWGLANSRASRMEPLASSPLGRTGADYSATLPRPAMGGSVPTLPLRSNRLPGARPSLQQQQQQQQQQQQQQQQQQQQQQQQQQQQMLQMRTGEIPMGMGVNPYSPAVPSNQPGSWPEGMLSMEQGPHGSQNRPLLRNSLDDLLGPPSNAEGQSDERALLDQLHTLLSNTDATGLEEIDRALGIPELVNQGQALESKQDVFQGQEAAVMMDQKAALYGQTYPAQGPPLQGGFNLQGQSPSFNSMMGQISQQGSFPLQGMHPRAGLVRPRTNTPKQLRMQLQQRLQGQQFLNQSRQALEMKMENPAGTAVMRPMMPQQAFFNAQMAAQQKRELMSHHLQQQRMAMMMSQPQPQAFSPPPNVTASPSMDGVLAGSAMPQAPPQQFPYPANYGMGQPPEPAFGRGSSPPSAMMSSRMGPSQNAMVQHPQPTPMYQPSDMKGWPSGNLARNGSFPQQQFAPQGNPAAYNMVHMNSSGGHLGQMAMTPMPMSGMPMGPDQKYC
CRFR2-BP antag = antagonists of CRF-BP/CRF-R2 complex, primary screen, cell-based, HEK293, calcium dye fluorescence, uHTS. CRF-induced calcium fluorescence. inhibition, % at 11.8 µM. 350,000 tested, 0.59% active;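 active means inhibition of the ligand-induced calcium signal above about 50% at the single tested concentration, limit read from the data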
IDE inh = human IDE inhibitors in live cells, primary screen, fluorescence polarization, HEK cells, FAbetaB substrate; Insulin-degrading enzyme (Homo sapiens), P14735; FAbetaB cleavage; inhibition, % at 5.59 µM; 320,000 tested, 0.41% active;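 active means percent inhibition above the average of all tested compounds plus 3 SD, set per screening campaign, cut at about 16% in these data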;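 further: IDE supplied by intact live HEK cells; FP after avidin binding of uncleaved biotin substrate so inhibition keeps polarization high; 0% = DMSO wells and 100% = 60 µM reference IDE inhibitor Ii1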
CRFBP-R2 agonist = agonists of CRF-BP/CRF-R2 complex, primary screen, cell-based, HEK293, calcium dye fluorescence, uHTS; CRF-binding protein / CRF receptor 2 complex (human); AID 588473, 2011; activation, % at 13.2 µM; calcium dye fluorescence (FLIPR); percent of saturating CRF peptide response; 350,000 tested, 0.46% active;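 active means activation of at least 50%, plus an integration ratio under a set limit after plate pattern correction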;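 further: plate controls were neutral control wells without compound for no effect and CRF at EC100 for full effect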
GalR3 antagonist = GalR3 antagonists in HEK293 cells, primary screen, cell-based, fluorescence readout; Galanin receptor type 3 (Homo sapiens), O60755; HEK293 GalR3-CNG cAMP membrane potential fluorescence; galR3 body fused to GalR1 C-terminus; inhibition, % at 3 µM; 360,000 tested, 0.44% active;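 active means inhibition above the screen-wide average plus 3 SD, cut at about 13% in these data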;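 further: forskolin and galanin both at EC90 stimulate the cells; cAMP rise reported by CNG channel membrane potential dye signal; 0% = forskolin plus galanin with DMSO and 100% = forskolin alone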
MEKK3 PB1 HTS = modulators of MEKK3-MEK5 PB1 binding, primary screen, biochemical, wildtype MEKK3, multiplex bead flow cytometry, Alexa488-MEK5; Mitogen-activated protein kinase kinase kinase 3 (Homo sapiens), Q99759; bead-based flow cytometry, Alexa488-MEK5 binding to MEKK3; actives lie on both sides; 0 = blocked by unlabeled MEK5, 100 = vehicle; binding response (% of control), % at 10 µM; 290,000 tested, 1.4% active; AID 1529, 2009;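 active means binding response more than 3 SD above or below the average of its plate-row segment, actives on both sides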;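 further: Alexa488 bead fluorescence after subtracting the streptavidin-only scavenger bead signal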
IDE act = human IDE activators in live cells, primary screen, fluorescence polarization, HEK cells, FAbeta-B substrate; 340,000 tested, 0.073% active; FAbeta-B cleavage; 0% vehicle, 100% cell-free pure enzyme wells; AID 493087, 2011; activation, % at 5.96 µM; Insulin-degrading enzyme (Homo sapiens), P14735;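 active means activation above the mean of all tested compounds plus 3 SD, set per screening campaign, cut at about 17% in these data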
* = called active by the depositor; . = not tested or not shown.

item	molecule	PHOSPHO1 inh	IDE inh	pCIP destab	IDE act	CRFR2-BP antag	CRFBP-R2 agonist	CHRM4 PAM	GalR3 antagonist	MEKK3 PB1 HTS
1	CCOC(=O)c1ccc(NC(=S)NCCC2=CCCCC2)cc1	1.1	-3.1	-8.8	0.1	-31.6	5.7	-21.0	-2.6	101.0
2	Cc1ccc(C)c(N2CCN(C(=O)c3ccc(CS(=O)(=O)c4ccccc4C)o3)CC2)c1	-34.2	7.3	-6.3	1.4	2.0	-0.2	-16.2	-2.7	97.0
3	CCN(CC)C(=O)CN(C#N)c1nc(NC(C)C)nc(NC(C)C)n1	15.4	6.9	-6.1	-2.2	-37.2	-0.6	7.9	-1.9	101.0
4	Nn1c(SCC(=O)NC2CCCc3ccccc32)nnc1-c1cccs1 (stereo unspecified)	23.8	2.2	-12.8	1.1	-14.2	0.3	-1.8	-0.9	103.0
5	COc1ccc(NC2CCCN(C(=O)c3cc4ncccn4n3)C2)cc1 (stereo unspecified)	1.5	4.6	2.2	5.2	-5.3	-0.1	4.4	3.8	103.0
6	Cn1cnnc1SCC(=O)Nc1cc(S(=O)(=O)N2CCCCCC2)ccc1Cl	-15.3	5.6	-3.3	-2.6	14.0	-1.5	3.9	-3.7	101.0
7	COc1ccc(NC(=O)CC2C(=O)N(c3ccc(OC)cc3)C(=S)N2NC(=O)c2cccc(F)c2)cc1 (stereo unspecified)	-15.3	-2.4	-7.6	0.9	5.0	-0.5	6.3	1.7	98.0
8	COCCCNC(=O)c1ccc(Cn2c(=O)[nH]c3ccccc3c2=O)cc1	1.3	2.3	-10.6	4.0	14.5	0.8	1.0	-0.3	100.0
9	CCOC(=O)c1c(O)c2ccccc2n(C)c1=O	40.7	6.2	-18.9	1.5	3.2	-0.5	0.4	-7.3	105.0
10	CCOC(=O)c1oc2cccc(O)c2c1CN(Cc1ccccc1)C(C)=O	13.5	2.0	-5.1	2.5	-17.5	-1.9	2.6	-4.7	96.0
11	Cc1ccc(C(=O)OCc2cn3ccccc3n2)cc1	20.9	0.0	3.4	2.6	-16.7	-1.3	-0.1	-0.9	104.0
12	CCOC(=O)CSc1ncccn1	26.9	1.1	8.5	4.4	8.6	-1.3	-1.3	-5.8	104.0
13	COc1ccccc1Cn1nc(C(=O)O)c2ccccc2c1=O	-31.9	3.5	-13.2	0.7	-3.1	-1.5	-10.6	-3.4	103.0
14	CCOCCCN(C)C1CCN(C(=O)c2oc3ccccc3c2NC(=O)Cc2ccc([N+](=O)[O-])cc2)CC1	27.6	-1.6	-7.9	4.4	3.1	-1.1	-7.5	0.2	98.0
15	CC12CCC(C(=O)NCCCn3ccnc3)(OC1=O)C2(C)C (stereo unspecified)	-10.1	-3.5	-8.6	5.0	6.5	-1.8	-0.4	5.3	112.0
16	CSCCC(NS(=O)(=O)c1cccs1)C(=O)NCc1ccc(C)cc1 (stereo unspecified)	-10.6	5.2	-1.5	2.0	12.0	-4.6	0.3	-2.4	96.0
17	COc1ccc(-n2nnnc2SCC(=O)Nc2ccc3c(c2)OCCO3)c(OC)c1	-33.3	-1.7	-0.5	2.4	42.9	-2.1	-2.6	-4.9	97.0
18	CCOC(=O)N1CCN(S(=O)(=O)c2cc(OCC)ccc2OCC)CC1	-3.8	4.0	36.1	7.3	-4.9	-1.5	6.5	-3.4	91.0
19	CC(=O)Nc1nc(-c2cc([N+](=O)[O-])cs2)cs1	38.9	-6.5	-2.4	-1.2	-0.6	0.8	-7.9	-3.4	101.0
20	CC(=O)N1CCN(c2ccc(C(N)=O)cc2[N+](=O)[O-])CC1	-22.7	1.9	-1.7	9.8	1.7	7.4	5.7	-0.2	100.0
21	O=C(NC1CCCC1)c1ccccc1-c1nc2ccccc2[nH]1	5.5	3.7	-14.8	0.8	18.8	-1.1	3.8	-2.7	98.0
22	NC(=O)COc1c(-c2ccco2)oc2ccccc2c1=O	16.5	2.4	-6.5	1.1	-5.4	-2.6	-0.9	-1.8	98.0
23	COc1ccc(-c2noc(CCC(=O)Nc3cccnc3)n2)cc1	30.2	4.5	-10.2	6.3	-14.9	-0.6	0.0	3.2	98.0
24	C[C@@H](CSc1ccccc1)CN1CC[C@H](NC(=O)OCc2ccccc2)CCC1=O	-97.5	-1.2	-13.4	3.7	3.2	-0.5	0.4	-1.4	101.0
25	C/[N+]([O-])=C/c1c(OCc2ccccc2)ccc2ccccc12	41.9	-0.9	3.6	2.8	13.2	-0.3	-4.5	-10.1	108.0
26	COC(=O)c1ccc(/C=N/Nc2nc(N3CCCCC3)nc(N3CCCCC3)n2)cc1	-5.1	-1.4	-9.0	2.5	7.5	-1.0	-4.4	-5.7	86.0
27	CCN(CC)S(=O)(=O)c1ccc(C(=O)OCC(=O)Nc2sc3c(c2C#N)CCCCC3)cc1	-9.2	8.7	10.8	0.3	-5.5	5.1	-3.2	-1.5	97.0
28	O=C(Cc1ccc2c(c1)OCCO2)N/N=C/c1ccco1	.	0.6	.	0.6	3.1	-1.8	9.3	-2.9	.
29	CCN(CC)S(=O)(=O)c1cccc(C(=O)NNC(=O)c2ccc3[nH]c(=O)c(=O)[nH]c3c2)c1	56.2	-2.4	5.1	-0.7	-3.3	-0.2	3.9	-4.6	97.0
30	COc1ccc(OCC(=O)Nc2ccccc2C(=O)NC(C)C)cc1	29.2	0.0	-17.3	2.2	-19.4	-1.0	-4.1	-1.5	96.0
31	Cc1ccc(C)c(-c2csc(NC(=O)C3=COCCO3)n2)c1	.	3.1	.	-2.4	12.3	-3.0	1.3	-1.9	.
32	CC1CCCCN1C/C=C/c1ccccc1[N+](=O)[O-] (stereo unspecified)	3.9	-1.9	-3.7	-7.0	-27.9	5.4	-27.0	-5.4	109.0
33	Cc1cc(C(=O)COC(=O)Cn2cnc3c2c(=O)n(C)c(=O)n3C)c(C)n1C	8.5	1.1	-11.7	1.4	-2.5	0.6	4.0	0.7	103.0
34	COc1cccc(CN(C)C(=O)c2sccc2-c2ccccc2)c1OC	25.0	-1.5	-4.5	1.8	6.0	1.1	-7.4	-4.9	106.0
35	COc1ccc(CN(C2CCCCC2C)S(=O)(=O)c2ccc(S(=O)(=O)N(C)C)cc2)cc1OC (stereo unspecified)	3.0	-4.5	-12.8	3.8	-139.1	147.9*	-15.9	-6.8	137.0*
36	CSc1nnc(-c2cc3c(-c4ccccc4)nn(C)c3s2)n1C	31.7	3.7	-8.2	2.2	-8.8	-0.6	8.3	1.3	108.0
37	O=C(N=Nc1c(O)n(Cc2ccccc2)c2ccccc12)c1ccncc1	-3.1	-3.3	-2.8	6.2	-10.5	0.1	-18.0	-1.3	73.0
38	Cc1ccc(S(=O)(=O)N(C)C)cc1NC(=O)COC(=O)CN1C(=O)c2ccccc2C1=O	.	0.5	.	1.8	5.9	0.4	-1.2	-5.1	.
39	CCN(CC)C(=O)CSc1nc2ccc(NC(=O)CSc3nnc(COc4ccccc4C)n3C)cc2s1	-34.2	7.3	2.7	-2.5	-49.9	-0.4	-17.7	3.4	104.0
40	COC(=O)c1ccc(Cn2nnc3c(=O)[nH]c(C4CCCN(S(=O)(=O)c5ccc(C)cc5)C4)nc32)cc1 (stereo unspecified)	18.5	4.3	-2.7	5.4	-8.5	0.3	-2.0	-6.5	104.0
41	Cn1nnnc1SCC(=O)NC(=O)NCc1ccccc1	45.9	-6.2	2.8	-1.6	-10.1	-0.7	7.9	-4.4	101.0
42	COc1cccc(OCc2nc3ncc(Br)cc3[nH]2)c1	-13.2	-0.4	-1.8	-0.6	-4.1	-0.5	-2.8	7.6	111.0
43	CCOc1ccc(C(=O)OCC(=O)N(Cc2ccccc2)Cc2ccccc2)cc1OC	.	3.3	.	3.3	14.1	9.8	2.0	-2.9	.
44	COc1ccc(C(=O)C2CCCN(C(=O)Cn3cncn3)C2)cc1OC (stereo unspecified)	37.5	0.8	-5.1	0.2	2.4	-0.5	-0.5	-7.5	105.0
45	COc1ccccc1NC(=O)c1cc(-c2cc(OC)c(OC)c(OC)c2)nc2ccccc12	-56.9	7.4	-3.9	5.6	6.2	-0.9	-7.2	-9.3	97.0
46	COc1ccc2nc(N3CCCC3)[nH]c2c1	19.2	-0.5	-2.7	6.4	16.8	0.1	7.9	-4.6	104.0
47	COc1ccccc1N1CC(C(=O)OCc2nc(N)nc(Nc3ccccc3)n2)CC1=O (stereo unspecified)	.	2.9	.	5.3	-0.3	0.6	15.6	-2.6	.
48	O=C1CSC(=Nc2cc(Cl)ccc2Cl)N1	3.7	3.1	-10.4	-2.3	14.3	-0.5	14.4	.	101.0
49	N/C(CS(=O)(=O)c1ccccn1)=N\OC(=O)c1ccc(Cl)cc1	23.1	0.2	-5.5	1.3	-2.1	2.1	-8.4	-7.1	102.0
50	COc1ccccc1N(C(=O)c1snc(C(N)=O)c1N)C(C(=O)NC1CCCC1)c1ccc2ncccc2c1 (stereo unspecified)	34.8	-2.2	-7.9	-1.0	-15.0	-0.6	2.2	-8.5	104.0
51	Fc1c(F)c(F)c(/C=N/NC(=S)Nc2cccnc2)c(F)c1F	16.3	2.6	-2.6	3.6	1.7	0.1	19.5*	-3.3	97.0
52	CCOc1cc(C(N)=O)cc(OCC)c1OCC	11.3	4.0	-1.3	2.8	-0.7	-0.6	1.3	-4.0	106.0

An unsorted share of the library. About 4.2% of those tested had a hit in this group.
